Source: PubChem BioAssay
HTT cytoprotect – qHTS Multiplex Assay to Identify Dual Action Probes in a Cell Model of Huntington: Cytoprotection (ATP); PC12 HTT-Q103 induced, cytoprotection, ATP luminescence, 40 h; actives 0.14% (n = 230,000); AID 1471, 2008; Potency, µM (top dose mostly 56.4 µM), without a hit: cytoprotection (ATP increase), usual class: activators;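 also: % of control where 0% means no effect; nearly all actives have a fitted effect of over 45% in size; toxic huntingtin expression switched on by the ecdysone agonist tebufenozide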
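Rat PC12, Q103 Htt exon1-GFP fusion, ecdysone promoter; tebufenozide inducer 100 nM final; compound titration; qHTS, 1500 cells/well; ATPlite luminescent read.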
GAA inh – qHTS Assay for Inhibitors of Human alpha-Glucosidase as a Potential Chaperone Treatment of Pompe Disease | purified human GAA, 4-MU-alpha-glucoside fluorescence | Potency, µM (highest dose often 76.9 µM), for the others: at the highest dose activity change, negative = inhibition, usual class: inhibitors | actives 0.005% (n = 200,000);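 also: plate controls were uninhibited enzyme wells for no effect and no-enzyme background for full effect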
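Human alpha-glucosidase, 4 nM, pre-mixed with test compounds before 400 uM 4-methylumbelliferyl substrate; 20 min room temperature at pH 5.0. Fluorescence read after pH 10 stop; AC50 values from Hill-equation fits.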
IMPase Li cell – qHTS Assay for Identifying the Cell-Membrane Permeable IMPase Inhibitors: Potentiation with Lithium; CHO-M1 cells, IP1 TR-FRET (IP-One), carbachol + lithium; Potency, µM (doses to about 59.4 µM), without a hit: at the highest dose activity, negative = IMPase inhibition, usual class: inhibitors; actives 0.35% (n = 210,000); AID 1457, 2008;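 also: IP1 builds up when IMPase is blocked and the TR-FRET signal falls; plate controls were basal vehicle for no effect and high inhibitor control for full effect; nearly all actives have a fitted effect of over 50% in size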
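IP1 accumulation measured by competitive TR-FRET in lysed CHO-M1 cells after 30 min compound exposure at 37C, with a small lithium addition to potentiate weak responses. Hill-equation AC50 from ratio and donor-channel data.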
GAA glycogen mod – qHTS Assay for Inhibitors and Activators of Human alpha-Glucosidase Cleavage of Glycogen; Lysosomal alpha-glucosidase (Homo sapiens), P10253; recombinant GAA, glycogen substrate, Amplex Red glucose oxidase fluorescence; Potency, µM (doses to about 76.4 µM), for inactives: at the top dose activity change, negative = inhibition, usual class: inhibitors; actives 0.38% (n = 300,000); AID 2100, 2009;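 also: 0% = full enzyme reaction and -100% = no-enzyme basal signal; the screen sought inhibitors and activators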
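qHTS, 1536-well; enzyme 4 nM final; cpd up to 77 uM; substrate bovine liver glycogen 30 ug; 50 mM citrate/phosphate pH 5.0, 0.01% Tween-20; 37 C, 40 min; Amplex Red detection 45 min RT; Hill fit → AC50.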
aGlu spleen mod – qHTS Assay for Inhibitors and Activators of Human alpha-Glucosidase From Spleen Homogenate; Lysosomal alpha-glucosidase (Homo sapiens), P10253; Potency, µM (series often up to 79.9 µM), inactives show top-dose activity change, negative = inhibition, actives largely listed as inhibitors; human spleen homogenate, 4-MU-alpha-glucoside fluorescence; actives 0.006% (n = 240,000);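 also: 0% = enzyme with vehicle and -100% = no enzyme basal signal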
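Compounds were titrated against alpha-glucosidase in spleen homogenate at pH 5.0, with 1 mM 4-methylumbelliferyl substrate for 40 min at 37 C. Reactions were quenched with pH 10 NaOH/glycine and fluorescence measured.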
HTT aggregate – qHTS Multiplex Assay to Identify Dual Action Probes in a Cell Model of Huntington: Aggregate Formation (GFP). actives 1.1% (n = 220,000). Potency, µM (series often up to 46.1 µM), for inactives: at the top dose activity change, negative = inhibition, actives largely listed as inhibitors. PC12 HttQ103-GFP aggregates, Acumen cytometry, 40 h. AID 1688, 2009; also: % is scaled to controls: 0 for no effect and ±100 for the full control effect; nearly all actives have a fitted effect of over 60% in size
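Read-out: GFP aggregate count by laser scanning cytometer (488 nm excitation, 500-530 nm emission, 1–25 µm objects >6 SD above background). Cells: PC12, inducible HTTex1-Q103-GFP, 100 nM tebufenozide; compounds titrated.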
RGS12 GoLoco inh – qHTS Assay for Inhibitors of RGS12 GoLoco Motif Activity (Red Fluorophore); Guanine nucleotide-binding protein G(i) subunit alpha-1 (Homo sapiens), P63096; Gai1:RGS12 GoLoco peptide FP, rhodamine, 10 min; Potency, µM (doses to about 61.6 µM), inactives show top-dose activity, negative = inhibition, actives largely listed as inhibitors; actives 0.44% (n = 230,000); AID 880, 2007; active = well fitted inhibition curve with a large enough effect, not every such curve was filed as active; inactive = no such curve, though single readings can be large or run the other way; also: % is scaled to controls: 0 for no effect and ±100 for the full control effect; nearly all actives have a fitted effect of over 30% in size; many of its hits are not listed in these tables
Target sequence (P63096 whole entry, looked up): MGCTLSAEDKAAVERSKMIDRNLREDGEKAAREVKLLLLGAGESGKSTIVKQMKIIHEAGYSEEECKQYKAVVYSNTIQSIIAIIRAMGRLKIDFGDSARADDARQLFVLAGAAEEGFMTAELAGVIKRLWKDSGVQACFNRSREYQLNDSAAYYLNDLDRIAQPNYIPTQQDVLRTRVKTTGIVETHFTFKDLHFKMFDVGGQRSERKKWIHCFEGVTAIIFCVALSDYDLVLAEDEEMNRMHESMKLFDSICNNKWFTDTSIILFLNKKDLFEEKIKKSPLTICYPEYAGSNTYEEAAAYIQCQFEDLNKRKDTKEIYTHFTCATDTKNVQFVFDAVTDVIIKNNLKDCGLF
Starred values were filed as active, the others as inactive; ? = inconclusive; · = not tested or not shown; & = joins results of further samples; [ ] = another dose, or the depositor's remark. Unless noted, calls follow the shape of the dose curve; as a rule, active = well fitted curve in the direction sought with a large enough effect; inconclusive = small, poorly fitted or top-dose-only effect, or another doubt; inactive = no such curve, though single readings can be large; an effect the other way counts as inactive or inconclusive. Potency is read from the fitted curve at half-maximal effect. Not all compounds are listed, so the mix of outcomes need not match the whole.

SMILES	HTT cytoprotect	GAA inh	IMPase Li cell	GAA glycogen mod	aGlu spleen mod	HTT aggregate	RGS12 GoLoco inh
CC(=O)NCC(=O)OC(C)C(=O)Nc1ccc(C(C)=O)cc1 (centres undefined)	-11%[10 µM]	-7%	10%[38.3 µM]	3%	-1%	9%	-7%
CCc1n[nH]c2c1/C(=N\O)CC(C)(C)C2	17%	-5%	-4%[38.3 µM]	-1%	8%	-25%	8%
COC(=O)c1c(NC(=S)NC(=O)c2ccco2)sc2c1CCCC2	21%[1.9 µM]	?	1%	17%	6%	-1%	7%
CCOC(=O)c1cnc(-c2ccccc2)nc1C(F)(F)F	-36%	-2%	-1%	3%	6%	-2%	-4%
Clc1ccc2nc(NC3=NCN(CCN4CCOCC4)CN3)nc(-c3ccccc3)c2c1	-27%[0.074 µM]	-10%	·	-12%	9%	-5%	·
Cc1c(NC(=O)c2cccs2)cccc1[N+](=O)[O-]	?	11%	1%	8%	-6%	-7%	13%
CC1CC(C)CN(CCOCCSc2ccc(Cl)cc2)C1 (centres undefined)	-3%	11%	18%	3%	3%	22%[9.22 µM]	-9%
CCSc1ncc(/C=N/Nc2ccc(F)cc2)n1C	-43%[inhibitor]	-9%	6%[38.3 µM]	?	5%	8%	-9%
CC(=O)NS(=O)(=O)c1ccc(Nc2ccc([N+](=O)[O-])c3nonc23)cc1	12%[10 µM]	·	·	9%	-2%	9%[9.22 µM]	73%[activator]
N=c1c[n+](-c2ccc(Cl)cc2)[n-]o1	-47%[inhibitor]	-12%	0%[38.3 µM]	-2%	-3%	?	-5%
COc1ccc(Cn2c(=O)cc(N)n(-c3ccccc3C)c2=O)cc1	-20%[10 µM]	·	·	3%	1%	-18%[9.22 µM]	-48%
CCn1cc(/C=N/NS(=O)(=O)c2ccc(C)cc2)c(C)n1	6%	0%	35%[activator][38.3 µM]	7%	-14%	8%	-2%
CC(NC(=O)c1ccco1)C(=O)OCC(=O)c1ccc(Cl)s1 (centres undefined)	-14%	5%	-15%	-12%	-8%	-11%	4%
Cc1ccc(C2=NNC(C(O)C(O)C(O)C(O)CO)S2)cc1 (centres undefined)	-6%	0%	16%[38.3 µM]	12%	5%	-6%	12%
CCC1(C)N(O)C(C)(C)C(c2ccc(F)cc2)=[N+]1[O-] (centres undefined)	-5%[10 µM]	-2%	-2%	?	-4%	-8%	-1%
CC(C)(C)C(=O)COC(=O)c1cccc(NC(=O)c2ccco2)c1	-18%[10 µM]	-4%	1%[38.3 µM]	6%	-5%	3%	5%
O=C(CCC1CCCCC1)NCCN1C2=NC[C@@H](Cc3ccccc3)N2C[C@H]1Cc1ccc(O)cc1	-13%[10 µM]	·	9%	12%	-2%	29%[9.22 µM]	1%
CNC(=O)N(O)C1N(NC(=O)Nc2cccc3ccccc23)C(=S)SC1(C)C (centres undefined)	?	-11%	10%	-6%	-6%	12%	-1%
CCOCCOc1cccc(C(=O)NC(c2ccccc2)C(C)C)c1 (centres undefined)	-29%	-12%	6%	19%	-1%	19%	-3%
CCOC(=O)C1=C(C)NC(=O)NC1c1cccnc1 (centres undefined)	3%	-6%	-9%[38.3 µM]	-5%	5%	-2%	-3%
O=C(NCCSc1c(-c2ccccc2)[nH]c2ccccc12)c1cc2ccccc2oc1=O	·	-5%	8%	0%	-6%	1%	5%
O=C(COC(=O)CC(c1ccccc1)c1ccccc1)NCc1ccc(Cl)cc1	?	6%	13%	-4%	5%	2%	2%
CCSC1=C(C#N)C(c2ccc(F)cc2)CC(=O)N1 (centres undefined)	-19%	-1%[15.4 µM]	10%[38.3 µM]	8%	2%	-1%	-4%
O=C(Nc1ccc(-c2cc3ccccc3oc2=O)c(Cl)c1)c1cccnc1	11%	-9%	3%[38.3 µM]	8%	-2%	10%	1%
CCOC(=O)c1c(NC(=O)c2nc3n(n2)C(C(F)F)CC(C)N3)sc2c1CCCC2 (centres undefined)	-1%[10 µM]	2%	-5%[38.3 µM]	-7%	6%	2%	0%
CC1=CC(=O)CC(C)(C)C1(O)/C=C/C(C)=C\C(=O)O (centres undefined)	16%[1.9 µM]	·	0%&13%&-3%	·	-1%&4%&-8%	·	4%&0%&2%
NC(=O)C1CC(=O)N(Cc2ccc3c(c2)OCO3)C(=Nc2ccccc2)S1 (centres undefined)	1%[10 µM]	-3%	-6%[38.3 µM]	-1%	-5%	-6%	-3%
Cn1c(NC(=O)COc2ccccc2)cc(=O)n(C)c1=O	-1%	0%	-4%[38.3 µM]	2%	-5%	4%	0%
Nc1c(Cl)ncnc1N1CCN(c2ncnc(Cl)c2N)CC1	·	0%	0%	-15%	1%	?	11%
Cc1cc(Br)ccc1NC(=O)CNC(=O)Cn1ncc(Cl)c(Cl)c1=O	-92%[inhibitor][10 µM]	·	?	10%	-5%	?	4%
COc1ccc(N2C(=O)CC(Sc3n[nH]c(-c4ccccc4)n3)C2=O)cc1 (centres undefined)	0%[10 µM]	·	·	?	-2%	4%[9.22 µM]	-27%
CCOc1cc(C2NC(=O)NC(C)=C2C(C)=O)cc(Cl)c1OCC(=O)O (centres undefined)	3%	-9%	21%[38.3 µM]	6%	-6%	-8%	0%
CC1CCc2c(C(=O)NCCCN3CCOCC3)csc2C1 (centres undefined)	0%	-10%	6%[38.3 µM]	6%	-9%	?	-9%
COc1ccc(C(=O)NNC2=C(C(=O)C(F)(F)F)CCC2)cc1	-10%[10 µM]	4%[15.4 µM]	·	?	2%	-17%[9.22 µM]	4%
CC1Cc2ccccc2N1C(=O)NC1CC(=O)N(c2ccc3c(c2)OCCO3)C1 (centres undefined)	-32%[inhibitor]	0%	10%	2%	8%	-1%	8%
CC(C)Oc1ccc(C2NC(=O)NC2=O)cc1 (centres undefined)	2%	-7%	-18%[38.3 µM]	9%	2%	1%	-5%
N#Cc1c(-c2ccc(F)cc2)noc1N	?	-1%	37%[38.3 µM]	-5%	-5%	14%	10%
Cc1cccc(C(=O)Nc2nnc(Cc3c[nH]c4ccccc34)s2)c1	-8%	4%	11%[38.3 µM]	1%	-11%	-7%	20%
CCN(CC)CCNC(=O)C12CC3CC(CC(C3)C1)C2	0%	2%	43%[activator][38.3 µM]	8%	-8%	-5%	-29%
COC(=O)CCSc1nccn1Cc1ccccc1	-8%	0%	-13%[38.3 µM]	-1%	-6%	13%	0%
CC(Sc1nnc(-c2cccs2)n1-c1ccccc1)C(=O)NCc1ccc2c(c1)OCO2 (centres undefined)	1%	6%	22%[38.3 µM]	3%	-6%	18%[9.22 µM]	-6%
COc1cccc(NC(=O)c2cnsn2)c1	-1%	2%	-3%[38.3 µM]	1%	2%	-4%[9.22 µM]	-7%
NC(=O)c1nsc(C(=O)N(c2cccc(F)c2)C(C(=O)NCC2CCCO2)c2cccs2)c1N (centres undefined)	9%[10 µM]	?	0%	3%	9%	-21%	10%
CN(/C(=N/S(=O)(=O)c1ccccc1)c1ccccc1)S(=O)(=O)c1ccccc1	-21%[10 µM]	-5%	-2%	4%	1%	7%	1%
COc1ccccc1NC(=O)N(Cc1ccc2c(c1)OCO2)Cc1nc2ccccc2c(=O)[nH]1	-48%[inhibitor][10 µM]	-12%	22%[38.3 µM]	-4%	0%	8%	6%
CNC(=O)CSc1nnc(COc2ccc([N+](=O)[O-])cc2)n1C	-35%[inhibitor]	8%	-9%	7%	-6%	-4%	-6%
Cc1ccc(-c2nc(NC(=O)c3nn(C)cc3[N+](=O)[O-])sc2C)cc1C	-89%[inhibitor]	-1%	8%[38.3 µM]	-3%	0%	7.9µM*	-11%
CCNc1nc(N)nc(Oc2ccc(OCC)nn2)n1	-5%	-3%	13%[38.3 µM]	4%	7%	9%	6%
Cc1cc(C)c(C(N)=O)c(SCC(=O)c2cc(C)c(C)cc2C)n1	31%[10 µM]	-2%	5%	-4%	4%	-13%	6%
CCn1c(SCC(=O)Nc2cc(C(C)(C)C)nn2-c2ccccc2)nnc1-c1cccs1	12%[10 µM]	-1%	3%	8%	-4%	8%	-4%
CCCOc1ccc(C(=O)NC(=S)NCc2cccnc2)cc1	·	-4%	4%	-1%	2%	-29%	7%
CC(C)(CO)CNC(=O)CCc1nnc(CCCc2ccccc2)o1	8%[10 µM]	12%	1%	-5%	-9%	?	2%
O=C(Nc1cccnc1)NC1CCCCC1	-10%	-2%	-14%	6%	·	9%	2%
O=C(NCCc1ccccc1)C1CCN(c2nc3ccccc3o2)CC1	-31%	-1%	-5%[38.3 µM]	-6%	-13%	7%	4%
CCOC(=O)C1=C(O)/C(=C\c2sccc2C)N=C1C	-1%[10 µM]	-2%	27%	2%	-2%	1%	8%
CSc1ccc(/C=C(\C#N)C(=O)NC2CCCCC2C)cc1 (centres undefined)	-2%[10 µM]	-11%	13%	-3%	2%	-4%	4%
COc1ccccc1NC(=O)CSc1nc(O)cc(=O)n1C	0%	-5%	-9%[38.3 µM]	-5%	-2%	11%	114%[activator]

Gathered by group, those above with an NH in an aromatic ring.
SMILES	HTT cytoprotect	GAA inh	IMPase Li cell	GAA glycogen mod	aGlu spleen mod	HTT aggregate	RGS12 GoLoco inh
CCc1n[nH]c2c1/C(=N\O)CC(C)(C)C2	17%	-5%	-4%[38.3 µM]	-1%	8%	-25%	8%
O=C(NCCSc1c(-c2ccccc2)[nH]c2ccccc12)c1cc2ccccc2oc1=O	·	-5%	8%	0%	-6%	1%	5%
COc1ccc(N2C(=O)CC(Sc3n[nH]c(-c4ccccc4)n3)C2=O)cc1 (centres undefined)	0%[10 µM]	·	·	?	-2%	4%[9.22 µM]	-27%
Cc1cccc(C(=O)Nc2nnc(Cc3c[nH]c4ccccc34)s2)c1	-8%	4%	11%[38.3 µM]	1%	-11%	-7%	20%
COc1ccccc1NC(=O)N(Cc1ccc2c(c1)OCO2)Cc1nc2ccccc2c(=O)[nH]1	-48%[inhibitor][10 µM]	-12%	22%[38.3 µM]	-4%	0%	8%	6%
